# Compound activity as filed in PubChem BioAssay.
# G9a inh: inhibitors of human histone lysine methyltransferase G9a. G9a H3K9 monomethylation, AlphaScreen, 2 h. Q96KQ7. Potency, µM (top dose mostly 102 µM), for inactives: top-dose activity, negative = inhibition, actives largely listed as inhibitors. actives 8.8% (n = 350,000); note: potency is the fitted concentration of half-maximal effect; % is set by controls: 0 for no effect and ±100 for the full control effect; nearly all actives have a fitted effect of over 75% in size
# Target sequence (Q96KQ7 913-1193 limits assumed): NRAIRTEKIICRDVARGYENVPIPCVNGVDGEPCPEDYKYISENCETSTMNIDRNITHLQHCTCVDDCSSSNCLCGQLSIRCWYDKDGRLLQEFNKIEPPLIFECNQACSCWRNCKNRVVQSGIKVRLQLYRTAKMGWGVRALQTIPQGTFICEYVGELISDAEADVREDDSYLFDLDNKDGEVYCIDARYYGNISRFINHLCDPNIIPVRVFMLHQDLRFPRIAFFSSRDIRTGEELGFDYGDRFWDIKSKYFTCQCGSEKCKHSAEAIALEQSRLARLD
#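 Enzyme 20 nM + cpd, 15 min RT; add b-H3K9 pep 500 nM / SAM 20 uM; 2 h RT; anti-H3K9me1 Ab 0.5 ug/mL + SA donor / anti-rabbit acceptor beads 20 ug/mL each, 10 min; AlphaScreen read.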
# ERG-DNA inh: ERG Ets/DNA interaction inhibition; P11308; fluorescence polarization, His-ERG Ets domain / labelled DNA; Potency, µM (doses to about 76.9 µM), for inactives: at the highest dose FP activity, negative = inhibition, usual class: inhibitors; actives 0.028% (n = 370,000); active = well fitted inhibition curve with a large enough effect in the polarisation, with a control signal flat; inconclusive = small, poorly fitted or top-dose-only effect, or effect the other way, or a change in a side signal; inactive = no such curve, though single readings can be large or run the other way; the % refers to the polarisation;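 note: polarization taken with two DNA probes labelled with fluorescein and Texas red; potency is the fitted concentration of half-maximal effect; % of control where 0% means no effect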
# Target sequence (P11308 whole entry, looked up, the tested form may be a part): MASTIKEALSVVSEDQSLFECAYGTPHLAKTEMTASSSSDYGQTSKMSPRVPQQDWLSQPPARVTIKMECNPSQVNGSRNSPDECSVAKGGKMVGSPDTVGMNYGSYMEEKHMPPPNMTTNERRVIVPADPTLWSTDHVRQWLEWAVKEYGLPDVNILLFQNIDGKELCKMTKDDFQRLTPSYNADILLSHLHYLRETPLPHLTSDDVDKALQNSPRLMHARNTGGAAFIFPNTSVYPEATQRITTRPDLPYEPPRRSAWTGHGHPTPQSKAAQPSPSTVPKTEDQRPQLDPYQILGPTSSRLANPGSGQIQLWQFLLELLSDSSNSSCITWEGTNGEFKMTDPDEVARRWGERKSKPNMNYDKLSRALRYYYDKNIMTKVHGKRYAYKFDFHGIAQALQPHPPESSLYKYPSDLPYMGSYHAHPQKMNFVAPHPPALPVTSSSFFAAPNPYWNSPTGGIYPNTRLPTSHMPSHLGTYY
#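 His-tagged ERG Ets domain (1 uM in the protein solution; 300mM KCl, 50mM Tris-HCl, 1mM EDTA, 1mM DTT, pH 7.5) received compound, then a probe mix of 5 nM fluorescein-DNA and 100nM Texas-615-DNA. Fluorescence polarization was read for both dyes.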
# ALOX12 inh: inhibitors of human 12S-lipoxygenase ALOX12; actives 1.1% (n = 580,000); Potency, µM (doses to about 108 µM), for inactives: top-dose activity change, negative = inhibition, hits mostly inhibitors; purified 12hLO, xylenol orange hydroperoxide absorbance; P18054; AID 1671190; note: potency is the fitted concentration of half-maximal effect; % is set by controls: 0 for no effect and ±100 for the full control effect
#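 Hydroperoxide product was detected by ferrous iron/xylenol orange as the 573 to 405 nm absorbance ratio. Arachidonic acid at 40 uM (final) was turned over for 30 min at room temperature by 150 nM human 12hLO, pH 7.0 Hepes buffer, after 15 min compound preincubation.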
# RGS4 inh: human RGS4 inhibition; P49798; Transcreener GDP fluorescence polarization, RGS4-accelerated GTP hydrolysis; Potency, µM (doses to about 114 µM), for inactives: at the highest dose activity change, negative = inhibition, usual class: inhibitors; actives 0.039% (n = 390,000); note: potency is the fitted concentration of half-maximal effect; % is set by controls: 0 for no effect and ±100 for the full control effect; nearly all actives have a fitted effect of over 75% in size; some results filed as inactive show a strong effect at the top dose
# Target sequence (P49798 whole entry, looked up): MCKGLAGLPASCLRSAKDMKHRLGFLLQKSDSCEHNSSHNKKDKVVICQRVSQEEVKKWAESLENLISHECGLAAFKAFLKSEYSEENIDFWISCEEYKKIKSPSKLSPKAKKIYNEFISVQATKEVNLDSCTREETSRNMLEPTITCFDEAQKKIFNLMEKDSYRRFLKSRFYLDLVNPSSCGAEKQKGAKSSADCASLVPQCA
#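 MLSMR compounds (23 nl, pin-transferred) preincubated 10 min at room temperature with a 500nM (2x) first reagent, then RGS4 at 900nM (2x) plus Transcreener GDP mix added; fluorescence polarization (620/688 nm) read before and after 90 min at 30 °C.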
# HP1b binding inh: blocks HP1-beta chromodomain binding to methylated histone tails. actives 0.56% (n = 390,000). P83916. AID 540317. Potency, µM (series often up to 114 µM), without a hit: at the top dose activity change, negative = inhibition, most hits filed as inhibitors. AlphaScreen HP1-beta / biotin-H3K9me3 peptide binding; note: potency is the fitted concentration of half-maximal effect; nearly all actives have a fitted effect of over 70% in size; inactives centre near 23
#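 HP1-beta protein (50 nM final) preincubated 30 min at room temperature with biotinylated H3(1-18)K9me3 peptide (50 nM) in PBS pH 7.4, 0.01% Tween-20, then compound added for 30 min. AlphaScreen streptavidin donor/nickel chelate acceptor beads (10 ug/mL final), 30 min dark, luminescence read.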
# BAZ2B block: BAZ2B (human) inhibition; AlphaScreen BAZ2B-H3K14Ac peptide displacement; Potency, µM (highest dose often 114 µM), without a hit: at the highest dose activity change, negative = inhibition, most hits filed as inhibitors; actives 4.4% (n = 360,000); Q9UIF8; note: potency is the fitted concentration of half-maximal effect; % is set by controls: 0 for no effect and ±100 for the full control effect; nearly all actives have a fitted effect of over 60% in size
#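 BAZ2B 50 nM plus b-H3(5-23)K14Ac 50 nM, PBS pH 7.4/0.01% Tween-20, 30 min RT; compound added (max 110 uM), 30 min RT; streptavidin donor/Ni-chelate acceptor beads 10 ug/mL final, 20 min dark; AlphaScreen read.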
# GLS inhibitor: inhibitors of human glutaminase (GLS); O94925; GLS enzymatic activity, qHTS titration; Potency, µM (titrated, usually from 45.5 µM), for the others: at the top dose activity change, negative = inhibition, actives largely listed as inhibitors; actives 0.21% (n = 410,000); AID 624170; note: potency is the fitted concentration of half-maximal effect; % is set by controls: 0 for no effect and ±100 for the full control effect
#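 Assay buffer: 45 mM KH2PO4 pH 8.2, 0.02% Tween-20. hKGA acts on L-glutamine (1 mM solution added); product glutamate is reported by an oxidase/peroxidase Amplex Red coupling, with fluorescence taken at baseline and 30 min.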
# PI4K2A inh: inhibitors of human PI4K2A. purified PI4K2A, ADP-Glo luminescence, 1 h; active compounds read low. actives 0.13% (n = 420,000). Q9BTU6. activity change, negative = inhibition, % at 76.9 µM; in the data active = activity change below about -50%; inconclusive = mostly about -30% to -49%;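 note: -100% = wells without enzyme as full effect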
#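 ADP-Glo luminescence measured ADP generated by PI4K2A enzyme (4 ug/mL before mixing) with 1.2 mM PI substrate (pre-mix) and 300 microM ATP (pre-mix). Tris pH7.5 buffer with MgCl2, Triton X-100; 1 h reaction at ambient temperature.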
# JMJD2A Tudor inh: blocks the human JMJD2A Tudor domain | AlphaScreen JMJD2A-Tudor / H3K4me3 peptide binding | actives 4.4% (n = 390,000) | O75164 | Potency, µM (top dose mostly 114 µM), inactives show top-dose activity change, negative = inhibition, usual class: inhibitors; note: potency is the fitted concentration of half-maximal effect; % is set by controls: 0 for no effect and ±100 for the full control effect; nearly all actives have a fitted effect of over 50% in size
# An asterisk follows results filed as active; i = inactive; ? = inconclusive; / = no result given; [ ] = dose if it differs, or a comment. Unless noted, calls come from the whole dose curve; as a rule, active = well fitted curve in the direction sought with a large enough effect; inconclusive = small, poorly fitted or top-dose-only effect, or another doubt; inactive = no such curve, though single readings can be large; an effect the other way counts as inactive or inconclusive.
# The line under a structure holds: BAZ2B block	ERG-DNA inh	RGS4 inh	G9a inh	JMJD2A Tudor inh	ALOX12 inh	PI4K2A inh	HP1b binding inh	GLS inhibitor
COc1ccccc1C(=O)NC(=S)N1CCCc2ccccc21
 : ?	1%	-25%	10µM*	?	5%	-9	-11%	1%
CCOC(=O)Cn1c(=S)[nH]c2c(oc3ccc(Cl)cc32)c1=O
 : 0%	-7%	-10%	?	-23%	-27%	1	28%	-10%
COc1ccc(-c2csc(NC(=O)Nc3ccccc3)n2)cc1
 : -1%	36%	21%	-27%	-6%	?	-4	15%	3%
CN(C)C(=O)c1cn(-c2ccc(Cl)cc2)c(=O)c2ccccc12
 : -11%	-17%	?	7%	-14%	-1%	1	-18%	-7%
CCC(=O)N1c2ccc(S(=O)(=O)NCCc3ccc(OC)c(OC)c3)cc2CC1C (stereo not drawn)
 : -28%	-6%	9%	/	-5%	-8%	5	30%	7%
Cc1cc(NC2CCCCC2)nc(-c2ccccc2O)n1
 : 56µM*	-11%	-16%	18µM*	7.9µM*	?	2	?	1%
CC(=O)N1N=C(c2ccco2)CC1c1cccs1 (stereo not drawn)
 : 14%	/	-1%	?	-13%	-12%	-1	22%	16%
CN1CCN(C(=O)c2cnn3c(C(F)(F)F)cc(-c4cccs4)nc23)CC1
 : -2%	11%	-20%	-10%	-10%	-19%	2	30%	0%
Nc1nnc(Cc2ccc(Cl)cc2)s1
 : -4%	-2%	8%	-47%	12%	0%	7	38%	5%
Cc1cc(NC(=O)CSc2nnnn2-c2ccc(F)cc2)no1
 : 4%	-3%	3%	12%	-8%	-13%	-1	14%	-11%
COc1ccccc1CC(=O)OCC(=O)N1CCN(c2ccc(F)cc2)CC1
 : /	1%	-7%	/	-17%	1%	-5	38%	25%
CCOc1ccccc1C=NNc1ccc([N+](=O)[O-])cn1
 : /	-5%	-22%	/	-10%	-6%	-3	28%	-9%
Cc1c(N(C(=O)CNC(=O)c2ccccc2)C2(C(=O)NC3CCCC3)CCCCC2)c(=O)n(-c2ccccc2)n1C
 : 6%	-2%	-14%	3%[59 µM]	-12%	-4%	2	-2%	-17%
O=C(Nc1ccc(Cl)cc1)Nc1cccc(C(=O)O)c1
 : -10%	-1%	-2%	45%[0.501 µM]	-5%	-1%	-7	-1%	1%
CCOC(=O)N1CCN(C(=O)/C(=C/c2cccs2)NC(=O)c2ccc(OC)c(OC)c2)CC1
 : -19%	-9%	18%	-2%	-14%	4%	-26	22%	-12%

# The closing four compounds of the part before lead into the next.
# The line under a structure holds: BAZ2B block	ERG-DNA inh	RGS4 inh	G9a inh	JMJD2A Tudor inh	ALOX12 inh	PI4K2A inh	HP1b binding inh	GLS inhibitor
CCOc1ccccc1C=NNc1ccc([N+](=O)[O-])cn1
 : /	-5%	-22%	/	-10%	-6%	-3	28%	-9%
Cc1c(N(C(=O)CNC(=O)c2ccccc2)C2(C(=O)NC3CCCC3)CCCCC2)c(=O)n(-c2ccccc2)n1C
 : 6%	-2%	-14%	3%[59 µM]	-12%	-4%	2	-2%	-17%
O=C(Nc1ccc(Cl)cc1)Nc1cccc(C(=O)O)c1
 : -10%	-1%	-2%	45%[0.501 µM]	-5%	-1%	-7	-1%	1%
CCOC(=O)N1CCN(C(=O)/C(=C/c2cccs2)NC(=O)c2ccc(OC)c(OC)c2)CC1
 : -19%	-9%	18%	-2%	-14%	4%	-26	22%	-12%
C/C(=N\NC(=O)c1cccnc1)c1ccc(-c2ccccc2)cc1
 : 0%	1%	8%	3%	-1%	157%[activator]	2	30%	0%
CNC(=O)C1=NCCCc2cc(OC)c(OC)cc21
 : -6%	-2%	12%	13%[59 µM]	-10%	-9%	5	30%	2%
Cc1ccnc(NS(=O)(=O)c2ccc(NC(=O)c3cc(-c4ccccc4)nc4ccccc34)cc2)n1
 : -21%	8%	-11%	?	-19%	-1%	-7	3%	6%
COc1ccc(C(=O)Nc2nnc(Cc3ccccc3)s2)c(OC)c1
 : 4%	76%[activator]	-2%[56.9 µM]	8%[59 µM]	-24%	0%	8	62%[activator]	-9%
COc1cccc(C2CC(=O)Nc3c2c(=O)nc2c(C)cccn32)c1OC (stereo not drawn)
 : -1%	2%	13%	-4%[59 µM]	-26%	-62%	0	45%[activator]	4%
Cc1c(Cl)cccc1NC(=O)c1cnc2sc(N3CCCC3)nn2c1=O
 : -2%	0%	-8%	5%[59 µM]	-8%	-25%	-1	35%	-20%
O=C(Nc1nnc(CC(=O)N2CCOCC2)s1)C1COc2ccccc2O1 (stereo not drawn)
 : 7%	0%	44%	-3%	-20%	-17%	1	23%	-3%
Cc1occc1C(=O)NCCCc1ccccc1
 : -23%	3%	-12%	-10%[12.7 µM]	-25%	?	-9	33%	-1%
Cc1cccc(-c2cc3nc4c(c(NCc5ccco5)n3n2)CCCC4)c1
 : -7%	/	-1%	0%[59 µM]	79µM*	-3%	0	-13%	5%
COc1cccc(OC)c1C(=O)Nc1nc2c(s1)CCc1ccccc1-2
 : -6%	0%	9%	-11%[59 µM]	-14%	-22%	4	22%	0%
CC(NC(=O)C1CCCN1S(=O)(=O)c1ccc2c(c1)n(C)c(=O)c(=O)n2C)c1ccccc1 (stereo not drawn)
 : -2%	2%	6%	/	-4%	1%	-1	27%	10%
Cc1cc(=S)c2cccc(C)c2[nH]1
 : -30%	-3%	-32%	56µM*	-20%	-15%	-4	-16%	0%
COc1c(Cl)cc(Br)c(OC)c1C(=O)NC(=O)Nc1nc(C)cc(C)n1
 : -1%	7%	-9%	27%	-12%	8%	1	31%	-5%
COc1ccc(CCc2nnc(CCC(=O)NCCc3ncccc3C)o2)cc1
 : -10%	-9%	-8%	-6%[12.7 µM]	-13%	-2%	-3	28%	0%
COc1cc(NC(=O)CN(C)S(=O)(=O)c2ccc3c(c2)CCC(=O)N3)cc(OC)c1
 : -6%	13%	6%	9%	-19%	-13%	-4	16%	-11%
Cc1ccc(C(=O)N2CCC3(CC2)Oc2ccc(Cl)cc2C(=O)C32CC(c3ccc(Cl)cc3)=NO2)s1 (stereo not drawn)
 : -21%	-4%	2%	-22%[59 µM]	-36%	0%	-1	6%	0%
COc1ccc(F)cc1C(=O)C1CCCN(C(=O)Cc2c(C)noc2C)C1 (stereo not drawn)
 : 5%	-1%	-24%	/	-5%	0%	-6	30%	-9%
C[C@@H]1CC=C[C@H]2[C@H]1C(=O)N(Cc1ccccc1)[C@H]2c1ccc2ccccc2c1Br
 : 0%	-2%	-31%	3%[12.7 µM]	1%	?	8	39%	1%
C[C@H]1COC(=O)[C@H](CC(=O)OC(C)(C)C)C/C=C\C[C@@H](CC(=O)N(CCO)Cc2ccccc2)C(=O)N1
 : /	-3%	7%	/	-14%	4%	-1	34%[activator]	6%
O=C(CNC(=O)c1ccc(Cl)cc1)OCc1cc(=O)n2nc(C3CC3)sc2n1
 : -9%	6%	3%	2%[59 µM]	-11%	-27%	-3	25%	7%
O=C(/C=C/c1ccco1)NCC1OCCc2ccccc21 (stereo not drawn)
 : 45µM*	16%	?	5%[12.7 µM]	50µM*	45µM*	-20	32µM*	0%
CCc1ccc(-c2cc(C(=O)Nn3cnnc3)c3ccccc3n2)cc1
 : -10%	4%	-30%	-33%[59 µM]	0%	?	-8	34%	2%
Cc1[nH]c2ccccc2c1C(=O)COC(=O)c1ccc2c(=O)n3c(nc2c1)CCC3
 : -1%	5%	1%	/	-11%	3%	5	27%	2%
Cc1cc(-c2nn(C)c(=O)c3ccccc23)ccc1CNC(=O)NC1CCCCC1
 : -3%	0%	-3%	/	?	-2%	2	16%	?
O=C(/C=C/c1ccccc1)Nc1ccc(S(=O)(=O)N2CCOCC2)cc1
 : /	2%	-14%	/	-16%	2%	2	27%	-1%
c1ccc(CSc2nnc3c(n2)OC(c2ccco2)Nc2ccccc2-3)cc1 (stereo not drawn)
 : ?	-2%	-9%	?	-15%	/	8	11%	5%
CC(=O)CCN1C(=O)NC2(CCCc3ccccc32)C1=O (stereo not drawn)
 : 4%	5%	-9%	-9%	2%	i	0	45%[activator]	5%
CCCC(CCC(=O)Nc1cc([N+](=O)[O-])ccc1O)C(=O)O (stereo not drawn)
 : 56µM*	1%	5%	?	-6%	-14%	2	-4%	0%

# Two compounds from above with just ALOX12 inh, ERG-DNA inh and HP1b binding inh.
canonical_smiles | ALOX12 inh | ERG-DNA inh | HP1b binding inh
O=C(CNC(=O)c1ccc(Cl)cc1)OCc1cc(=O)n2nc(C3CC3)sc2n1 | -27% | 6% | 25%
O=C(/C=C/c1ccco1)NCC1OCCc2ccccc21 (stereo not drawn) | 45µM* | 16% | 32µM*

# Some of the compounds tested; the hit share may differ from the screen's.
